BCR signal inh: qHTS Assay to Find Inhibitors of Chronic Active B-Cell Receptor Signaling. 340,000 tested, 0.05% active. ABC-DLBCL IkBa-CBG/CBR reporter, luminescence ratio, 4 h. Potency, µM (titrated, usually from 46.1 µM), for inactives: at the top dose ratio change, negative = lower green/red ratio, hits mostly inhibitors; active = well fitted inhibition curve with a large enough effect in the signal ratio, with a control signal flat, not every such curve was filed as active; inconclusive = small, poorly fitted or top-dose-only effect, or effect the other way, or a change in a side signal; the % refers to the signal ratio;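 also: potency is read from the fitted curve at half-maximal effect; plate controls were basal doxycycline-induced cells for no effect and cells given 10 µM MG132 for full effect; MG132 reads +100%, hits lower the ratio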
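Compounds up to 46 uM were incubated four hours with TMD8 cells whose green CBG68 luciferase is fused to IkappaBalpha; red CBR luminescence normalised the signal, and concentration-effect curves were fitted to fusion, red and ratio data.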
PKM2 activator: qHTS Assay for Activators of Human Muscle isoform 2 Pyruvate Kinase | Pyruvate kinase PKM (Homo sapiens), P14618 | purified PKM2, Kinase-Glo ATP luminescence, activation; response scale: 0% is enzyme alone, no compound | Potency, µM (highest dose often 57.5 µM), for inactives: at the highest dose activation, hits mostly activators | 260,000 tested, 0.34% active | AID 1631, 2009; also: potency is read from the fitted curve at half-maximal effect; % is scaled to controls: 0 for no effect and ±100 for the full control effect; nearly all actives have a fitted effect of over 55% in size
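Kinase-Glo luminescence reports ATP generated from ADP (0.1 mM) and PEP (0.5 mM) by purified hPK-M2 after 1 h at room temperature, pH 7.2 imidazole buffer; intermediate enzyme activity allows detecting inhibitors and activators.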
hERG WT inh: qHTS for Inhibitors of KCHN2 3.1: Wildtype qHTS; Voltage-gated inwardly rectifying potassium channel KCNH2 (Homo sapiens), Q12809; U2OS, BacMam KCNH2, thallium flux FluxOr; hits give low values; activity change, % at 1.84 µM; 340,000 tested, 0.37% active;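 active = maximum activity change below -70%; inconclusive = maximum activity change between -70% and -50%; inactive = maximum activity change above -50%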; also: % is scaled to controls: 0 for no effect and ±100 for the full control effect
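U2OS cells transduced with wild-type KCNH2 virus are loaded with FluxOr dye for 45 min, and thallium flux is measured in kinetic reads before and after stimulation buffer. Rate constants are normalized to DMSO controls.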
ASM inhibitor: Inhibitors of Secretory Acid Sphingomyelinase (S-ASM): qHTS | placental ASM, HMU-PC fluorogenic substrate, 60 min | Potency, µM (series often up to 57.5 µM), without a hit: at the highest dose activity change, negative = inhibition, usual class: inhibitors | 340,000 tested, 0.006% active; also: potency is read from the fitted curve at half-maximal effect
Target sequence (P17405 47-631 limits assumed): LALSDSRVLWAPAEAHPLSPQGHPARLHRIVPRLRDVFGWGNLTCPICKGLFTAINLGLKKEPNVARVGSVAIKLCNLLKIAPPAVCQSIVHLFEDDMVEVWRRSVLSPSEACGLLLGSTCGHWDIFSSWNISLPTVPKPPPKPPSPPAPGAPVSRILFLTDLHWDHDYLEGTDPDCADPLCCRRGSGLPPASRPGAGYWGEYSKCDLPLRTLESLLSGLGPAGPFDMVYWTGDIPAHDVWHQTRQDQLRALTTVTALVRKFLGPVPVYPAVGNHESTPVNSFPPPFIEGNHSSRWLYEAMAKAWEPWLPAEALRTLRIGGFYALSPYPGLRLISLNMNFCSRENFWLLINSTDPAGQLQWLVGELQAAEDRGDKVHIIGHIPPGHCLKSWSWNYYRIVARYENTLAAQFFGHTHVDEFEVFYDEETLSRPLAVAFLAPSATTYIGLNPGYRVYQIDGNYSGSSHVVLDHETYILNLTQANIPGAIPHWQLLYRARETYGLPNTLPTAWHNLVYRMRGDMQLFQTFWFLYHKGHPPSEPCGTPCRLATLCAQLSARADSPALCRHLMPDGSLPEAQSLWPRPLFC
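Fluorogenic HMU-PC substrate (9 uM final) is turned over by placental ASM in 60 min at 37 C after a 10 min compound preincubation. Reaction ended by alkaline stop (pH 10), with fluorescence read at 386/447 nm.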
Mito fusion act: qHTS Assay for Small Molecule Inhibitors of Mitochondrial Division or Activators of Mitochondrial Fusion; S. cerevisiae fusion-defective mutant growth rescue, CellTiterGlo 48 h; Potency, µM (top dose mostly 46.1 µM), for the others: at the top dose growth rescue (activation), usual class: activators; 320,000 tested, 0.23% active; AID 485298, 2010;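 also: potency is read from the fitted curve at half-maximal effect; % of control where 0% means no effect; nearly all actives have a fitted effect of over 45% in size; temperature-sensitive fusion mutants such as fzo1-1 at 37 °C on non-fermentable ethanol glycerol medium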
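Luminescent cell viability in 1536-well qHTS format served as the measure of rescued growth in ts fusion-mutant S. cerevisiae cultured on non-fermentable YPEG for 48 hours at 37C.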
MBNL1-CUG inh: qHTS Assay for Inhibitors of MBNL1-poly(CUG) RNA binding; Potency, µM (highest dose often 57.5 µM), inactives show top-dose activity change, negative = inhibition, usual class: inhibitors; AID 2675, 2010; 280,000 tested, 0.036% active; TR-FRET MBNL1-His/biotin-(CUG)12 binding, 665/545 ratio; active = well fitted inhibition curve with a large enough effect in the signal ratio, with a control signal flat, not every such curve was filed as active; inconclusive = small, poorly fitted or top-dose-only effect, or effect the other way, or a change in a side signal; inactive = no such curve, though single readings can be large or run the other way; the % refers to the signal ratio; also: potency is read from the fitted curve at half-maximal effect; % is scaled to controls: 0 for no effect and ±100 for the full control effect
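Compounds (final 92 nM to 58 uM) are added to His-tagged MBNL1 and biotin-(CUG)12, then terbium anti-His antibody and streptavidin-XL665 (5 nM final). After 60 min at room temperature, the 665/545 nm ratio is read.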
USP2a block: qHTS Assay for Inhibitors of Ubiquitin-specific Protease USP2a Using CHOP2 as the Reporter; Ubiquitin carboxyl-terminal hydrolase 2 (Homo sapiens), O75604; AID 463254, 2010; 330,000 tested, 0.01% active; Potency, µM (doses to about 38.3 µM), inactives show at the top dose activity change, negative = inhibition, actives largely listed as inhibitors; USP2 core, Ub-CHOP2 coupled fluorogenic reporter, 485/531;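 also: potency is read from the fitted curve at half-maximal effect; plate controls were DMSO wells for no effect and full inhibition by NEM control for full effect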
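USP2 core (10nM final) preincubated 30min RT with compound in 20mM Tris-HCl pH 8.0, 2mM CaCl2, 2mM beta-mercaptoethanol, 0.05% CHAPS; 25nM Ub-CHOP2 plus 25nM reporter substrate added, fluorescence (Ex485/Em531) read after 60min.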
Menin-MLL TR inh: qHTS Assay for Inhibitors Targeting the Menin-MLL Interaction in MLL Related Leukemias: Competition With Texas Red Labeled MLL-derived Mutant Peptide | O00255 | Menin + Texas Red MLL mutant peptide, fluorescence polarization | Potency, µM (highest dose often 61.6 µM), without a hit: top-dose FP activity change, negative = inhibition, hits mostly inhibitors | 270,000 tested, 0.23% active | AID 1768, 2009; active = well fitted inhibition curve with a large enough effect in the polarisation, with a control signal flat, not every such curve was filed as active; inconclusive = small, poorly fitted or top-dose-only effect, or effect the other way, or a change in a side signal; inactive = no such curve, though single readings can be large or run the other way; the % refers to the polarisation; also: potency is read from the fitted curve at half-maximal effect; % of control where 0% means no effect; many of its hits are not listed in these tables
Eya2 phos inh: qHTS Assay for Inhibitors of the Phosphatase Activity of Eya2 | recombinant Eya2, OMFP fluorescence dephosphorylation (OMFP is methylfluorescein phosphate) | Potency, µM (highest dose often 76.9 µM), without a hit: at the top dose activity, negative = inhibition, actives largely listed as inhibitors | Protein phosphatase EYA2 (Homo sapiens), O00167 | 330,000 tested, 0.006% active; also: potency is read from the fitted curve at half-maximal effect; % is scaled to controls: 0 for no effect and ±100 for the full control effect
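Eya2 protein (added as 0.2 uM solution) was preincubated with compound for 10 min at ambient temperature in 50 mM HEPES pH 7.5, 50 mM NaCl, 5 uM MgCl2, 0.05% BSA, 1 mM DTT. OMFP (added at 50 uM) then reacted 10 min; fluorescence read at 485/525 nm.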
GALK inhibitor: qHTS Assay for Inhibitors of Human Galactokinase (GALK); P51570; 270,000 tested, 0.007% active; Purified GALK, Kinase-Glo residual ATP luminescence; Potency, µM (highest dose often 57.5 µM), inactives show at the top dose activity change, negative = inhibition, hits mostly inhibitors; also: potency is read from the fitted curve at half-maximal effect; % is scaled to controls: 0 for no effect and ±100 for the full control effect
Target sequence (P51570 whole entry, looked up): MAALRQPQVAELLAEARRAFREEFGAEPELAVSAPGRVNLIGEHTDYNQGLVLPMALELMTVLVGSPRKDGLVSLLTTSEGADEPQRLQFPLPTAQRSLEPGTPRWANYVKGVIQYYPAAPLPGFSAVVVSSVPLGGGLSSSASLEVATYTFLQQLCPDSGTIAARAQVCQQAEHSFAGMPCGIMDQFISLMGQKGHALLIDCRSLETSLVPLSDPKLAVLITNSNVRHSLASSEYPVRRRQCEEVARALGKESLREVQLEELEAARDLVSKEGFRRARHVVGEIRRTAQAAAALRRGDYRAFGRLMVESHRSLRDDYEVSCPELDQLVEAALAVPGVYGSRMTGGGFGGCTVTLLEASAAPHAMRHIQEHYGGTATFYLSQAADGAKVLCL
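ATP-depletion format; final 35 uM ATP, 100 uM D-galactose, 5 nM enzyme; pH 8.0 HEPES/Mg2+ buffer; 60 min RT; luminescence read 10 min after detection reagent.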
TSHR antag: Antagonists of the Thyroid Stimulating Hormone Receptor: HTS campaign; Thyrotropin receptor (Homo sapiens), P16473; TSHR-expressing cells, TSH-stimulated cAMP HTRF, 2 h; hits give low values; activity change, negative = inhibition, % at 11.5 µM; 330,000 tested, 0.2% active; AID 504810, 2011;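 active = activity change below a set negative limit, meaning inhibition stronger than a set level, cut at about -70% in these data; inconclusive = activity change between two set negative limits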; also: % is scaled to controls: 0 for no effect and ±100 for the full control effect
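Cell-based HTRF cAMP assay; TSHR cells + compound, TSH EC80 (4nM final), 2 h, 37 deg C. Lysis with anti-cAMP cryptate and cAMP-d2, 30 min RT, read 665/620 nm.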
Numbers without * were called inactive; ? = inconclusive; . = not tested or not shown; [ ] = remark or other dose. Unless noted, calls follow the shape of the dose curve; as a rule, active = well fitted curve in the direction sought with a large enough effect; inconclusive = small, poorly fitted or top-dose-only effect, or another doubt; inactive = no such curve, though single readings can be large; an effect the other way counts as inactive or inconclusive. Only part of the results is shown; count on the stated rates, not on these rows.

SMILES	BCR signal inh	PKM2 activator	hERG WT inh	ASM inhibitor	Mito fusion act	MBNL1-CUG inh	USP2a block	Menin-MLL TR inh	Eya2 phos inh	GALK inhibitor	TSHR antag
O=C(Cc1ccc([N+](=O)[O-])cc1)NCc1ccncc1	-3%	-1%	15	9%	2%	?	5%	-19%	-3%	0%	13
Cn1cccc1CC(=O)NNC(=S)NC(=O)c1ccccc1Br	-10%	3%	25	4%	-1%	-1%	1%	19%	11%	-6%	4
CC(=C\c1ccccc1)/C=C1/SC(=S)N(CCC(=O)O)C1=O	?	.	.	-4%	9%	10%	-3%	71%[activator]	11%	-1%	-5
O=C(Nc1ccc(N2CCOCC2)c(Cl)c1)c1cc2ccccc2o1	?	-16%	0	0%	?	-20%	-3%	?	3%	-6%	-16
Cc1ccc2cccc(SCC(=O)N3CCOCC3)c2n1	?	6%	0	3%	-9%	10%	1%	13%	-3%	0%	0
CN(C)S(=O)(=O)c1cccc(NC(=S)N/N=C/C(=O)c2ccccc2)c1	10%	-9%	-2	-1%	4%	?	1%	14%	-2%	-1%	42
CCOC(=O)COn1c(=O)c(-c2ccc(F)cc2)[n+]([O-])c2ccccc21	3%	.	1	40%[activator]	-1%	?	2%	10%	11%	.	-3
CC1(c2ccccc2)NC(=O)N(CCN2C(=O)c3ccccc3C2=O)C1=O (configuration not stated)	-1%	-1%	-5	3%	0%	16%	-2%	-7%	22%	10%	1
OCCN(Cc1ccccc1)CC(O)COc1ccc(-c2ccccc2)cc1 (configuration not stated)	-12%	-11%	12	-4%	7%	6%	-7%	7%	-5%	3%	2
COc1ccc(-c2ncccc2OC(=O)C23CC4CC(CC(C4)C2)C3)cc1	?	-11%	2	1%	15%	22%	4%	?	-6%	1%	31
CCCc1cc(=O)[nH]c(SCC(=O)Nc2cc(C)on2)n1	0%	4%	9	1%	21%	-2%	-1%	14%	5%	4%	27
CCOc1ccc(N2C(=O)C3CCCN3C2=S)cc1 (configuration not stated)	-1%	.	-7	-3%	-1%	.	1%	.	6%	.	-6
OC1(Cc2cc(-c3ccccc3)no2)CCN(CCCc2ccccc2)CC1	?	0%	27	3%	-1%	-10%	-2%	-19%	13%	3%	-3
Cc1cccc(Nc2nc(OCC#N)nc(N(C)C)n2)c1	-7%	-1%	-4	-3%	-1%	0%	2%	6%	5%	-1%	1
O=C1COc2ccc(C(=O)COC(=O)/C=C/c3ccc(Br)o3)cc2N1	?	.	5	0%	1%	.	?	.	-7%	.	0
COc1ccc(CN(C(=O)COc2ccc(C)c(C)c2)C2CCS(=O)(=O)C2)cc1OC (configuration not stated)	-17%	-15%	1	7%	0%	-1%	1%	-25%	-6%	.	9
Cc1ccccc1-n1c(O)c(/C=N/N2CCCCC2c2cccnc2)c(=O)[nH]c1=O (configuration not stated)	6%	-2%	1	0%	-3%	0%	3%	-9%	6%	1%	1
COC(=O)CSc1nc2c(c(-c3ccco3)c1C#N)CCCC2	?	18%	-9	-5%	3%	10%	?	?	5%	4%	?
CC1=NOC(=O)/C1=C\c1ccc(-c2cc(Cl)ccc2Cl)o1	12%	18%	-9	6%	-5%	13%	3%	?	-2%	-14%	-1
CC(c1ccccc1)n1c(CO)nc2ccccc21 (configuration not stated)	-2%	0%	8	-2%	-3%	-8%	0%	1%	11%	0%	2
Cc1cc(NC(=O)c2cccnc2)ccc1NC(=O)c1cc2ccccc2o1	?	.	6	-17%	2%	14%	3%	?	2%	1%	4
CCN1CCN(c2ncc(C(=O)Nc3cc(Cl)c(OC)cc3OC)c3ccccc23)CC1	-5%	-2%	-2	-2%	-9%	.	3%	6%	-1%	0%	-5
COC(=O)Nc1nnc(COc2cccc(C)c2)s1	-5%	0%	1	0%	1%	-5%	-2%	-5%	-15%	3%	-1
CCc1ccc(NC(=O)CCS(=O)(=O)c2ccc(Cl)cc2)cc1	-5%	.	-3	-5%	0%	1%	-1%	?	5%	2%	2
COc1cccc(C(=O)Nc2cc(NC(=O)c3cccs3)ccc2C)c1	?	2%[11.5 µM]	-3	-5%	2%	-5%	-1%	20%	4%	-4%	-10
C=CCn1c(SCC(=O)Nc2ccccc2C)nnc1-c1ccncc1	?	-3%	1	3%	0%	-3%	-1%	13%	5%	2%	4
Cc1ccc(N2CC(C(=O)Nc3nnc(SCC(N)=O)s3)CC2=O)cc1 (configuration not stated)	0%	-3%	-2	3%	-1%	-3%	0%	13%	-2%	1%	1
CC(CCc1ccccc1)NC(=O)C(=O)NCCc1ccccc1 (configuration not stated)	4%	-5%	-7	1%	0%	-3%	-1%	-13%	-5%	2%	-4
C/C(=N/NC(=O)c1cc(O)c(O)c(O)c1)c1ccc([N+](=O)[O-])cc1	?	-19%	-1	-1%	2%	?	0%	?	-3%	0%	15
COC(=O)c1ccc(NC(=O)Nc2ccc(F)cc2F)cc1	-17%	0%	6	1%	2%	3%	-1%	26%	-3%	8%	-7
COc1ccc2c(c1)-c1nc(NC(=O)c3ccco3)sc1CC2	?	5%	1	-9%	4%	-15%	1%	?	4%	.	-9
Cn1c(CN(O)S(=O)(=O)c2ccc(Cl)cc2)nnc1C(F)(F)F	2%	-2%	9	1%	1%	-1%	-1%	-6%	4%	-1%	-7
CN1CCN(CCCNC(=O)c2ccc3c(Cl)c4c(nc3c2)CCCC4)CC1	-4%	.	2	-6%	-3%	?	2%	.	1%	6%	-6
COc1ccc(CNc2ncnc3cc(OC)c(OC)cc23)cc1OC	-13%	-4%	-10	-6%	0%	-8%	3%	-14%	-10%	0%	-1
CCOCCCNC(=O)c1ccccc1SCC	0%	7%	-6	-1%	5%	?	1%	-10%	4%	1%	-13
O=C(Cn1cnc2ccccc2c1=O)N1CCN(c2ccccc2)CC1	-24%	3%	6	-1%	0%	9%	0%	15%	-1%	0%	6
COC(=O)c1cc(NS(=O)(=O)c2ccc(NC(C)=O)cc2)ccc1Cl	-3%	-9%	-12	18%	-1%	-11%	0%	.	8%	5%	1
CC(=O)c1c(N2CCCCC2)nc(=O)n(-c2ccccc2)c1C	6%	4%	-11	3%	-7%	2%	2%	10%	0%	0%	2
O=c1c(Cc2ccc(F)cc2)c(O)ccn1Cc1ccco1	1%	0%	0	4%	10%	-11%	1%	1%	-14%	5%	3
Cc1ccc(C(C)C)c(OCc2ccc(C(=O)N/N=C/c3ccc(O)cc3O)cc2)c1	?	0%	-3	6%	-2%	-3%	4%	?	8%	-1%	-16
O=C(OCC(=O)N1CCOCC1)c1ccccc1SCC(=O)N1CCCC1	?	1%	-18	8%	-6%	-7%	4%	1%	-7%[15.4 µM]	1%	-13
O=C(C1=C[C@H](c2ccc(C(F)(F)F)cc2)C[C@H](OCc2ccc(CO)cc2)O1)N1CCOCC1	?	-4%	-2	2%	1%	-5%	0%	1%	2%	-1%	2
CCOC(=O)c1sc(-c2ccccn2)nc1C	?	4%	31	2%	-2%	?	2%	3%	0%	0%	-2

High-throughput results as filed in PubChem BioAssay.
